Bioassay records deposited in PubChem by National Center for Advancing Translational Sciences (NCATS).
NPC1 promoter act – NPC1 promoter activation; Huh7 NPC1 promoter luciferase reporter, 24 h; hit rate 2.4% among 320,000; Potency, µM (series often up to 9.22 µM), for inactives: at the highest dose activation, most hits filed as activators; AID 485313;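 note: potency is the fitted concentration of half-maximal effect; % of control where 0% means no effect; nearly all actives have a fitted effect of over 60% in size; reporter is driven by a mutant NPC1 promoter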
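Compounds in DMSO were transferred onto Huh7 NPC1-luciferase reporter cells pre-incubated 2 h; after 24 h at 37 °C, Amplite reagent was dispensed and luminescence recorded 10 min later.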
Giardia killer – Giardia lamblia killing; hit rate 0.15% among 340,000; activity change, % at 7.66 µM, hits read low; AID 540267; Giardia lamblia trophozoite viability; in the data active = activity change below about -80%; inconclusive = between about -30% and that limit;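 note: parasites exposed to compound for two days anaerobically before the ATP read; % is set by controls: 0 for no effect and ±100 for the full control effect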
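ATP-content bioluminescence gauges trophozoite survival. Cells (100/well) receive compound and incubate anaerobically for 48 hrs at 37 deg C; detection reagent follows for 15-30 min at room temperature.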
RORgamma inh – ROR gamma (mouse) transcription inhibition | hit rate 5.4% among 310,000 | Potency, µM (titrated, usually from 53.6 µM), inactives show at the highest dose activity change, negative = inhibition, hits mostly inhibitors | P51450 | Drosophila S2 Gal4-RORgamma UAS-luciferase reporter, 20 h | AID 2551; note: potency is the fitted concentration of half-maximal effect; % is set by controls: 0 for no effect and ±100 for the full control effect; nearly all actives have a fitted effect of over 60% in size
Target sequence (P51450 whole entry, looked up, the tested form may be a part): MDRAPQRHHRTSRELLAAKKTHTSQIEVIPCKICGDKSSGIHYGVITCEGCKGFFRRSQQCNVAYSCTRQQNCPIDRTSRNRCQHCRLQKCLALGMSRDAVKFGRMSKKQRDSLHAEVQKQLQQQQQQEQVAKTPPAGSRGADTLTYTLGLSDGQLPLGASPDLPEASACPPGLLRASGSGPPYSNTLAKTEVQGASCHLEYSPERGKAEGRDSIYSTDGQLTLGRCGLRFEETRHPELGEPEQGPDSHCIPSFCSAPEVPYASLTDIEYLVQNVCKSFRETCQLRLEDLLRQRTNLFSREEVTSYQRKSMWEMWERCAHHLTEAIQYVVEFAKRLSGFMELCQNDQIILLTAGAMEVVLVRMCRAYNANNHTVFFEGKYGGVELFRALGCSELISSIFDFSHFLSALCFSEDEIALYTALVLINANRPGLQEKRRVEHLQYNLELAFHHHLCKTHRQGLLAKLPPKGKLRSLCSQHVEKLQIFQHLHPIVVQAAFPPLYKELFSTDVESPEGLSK
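Read-out: Photinus luciferase luminescence; inhibitors lower reporter signal. Insect Schneider cells with Gal4-ROR gamma fusion under metallothionein promoter, UAS reporter; 700 uM final copper sulfate induction, 20 hr, ambient temperature.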
Tb PFK inh – inhibitors of T. brucei phosphofructokinase; O15648; T. brucei PFK, ADP-Glo luminescence; Potency, µM (doses to about 57.5 µM), for inactives: at the highest dose activity, negative = inhibition, most hits filed as inhibitors; hit rate 0.17% among 330,000;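 note: potency is the fitted concentration of half-maximal effect; 0% = uninhibited 1x PFK enzyme wells and -100% = no-enzyme wells; nearly all actives have a fitted effect of over 60% in size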
Target sequence (O15648 whole entry, looked up): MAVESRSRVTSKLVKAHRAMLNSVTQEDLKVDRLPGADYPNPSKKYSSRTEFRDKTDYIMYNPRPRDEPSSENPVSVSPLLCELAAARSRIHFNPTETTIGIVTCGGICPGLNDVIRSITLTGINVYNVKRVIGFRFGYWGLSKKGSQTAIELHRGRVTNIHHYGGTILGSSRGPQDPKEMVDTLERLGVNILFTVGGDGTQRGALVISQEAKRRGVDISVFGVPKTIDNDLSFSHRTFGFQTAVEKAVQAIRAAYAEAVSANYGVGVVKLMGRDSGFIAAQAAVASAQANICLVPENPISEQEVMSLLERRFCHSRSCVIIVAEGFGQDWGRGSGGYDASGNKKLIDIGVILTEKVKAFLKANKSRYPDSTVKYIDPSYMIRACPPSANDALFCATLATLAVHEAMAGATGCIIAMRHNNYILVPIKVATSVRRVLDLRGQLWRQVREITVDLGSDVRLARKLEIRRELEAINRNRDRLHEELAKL
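Activity is normalized to no-enzyme wells (full inhibition) and 1.25 nM enzyme wells (no inhibition). Reaction: 0.5 mM F6P, 0.1 mM ATP, 45 min RT, ADP-Glo luminescence; concentration-response curves fitted and classed by quality.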
FLuc modulator – inhibits or activates purified firefly luciferase, miR-21 counter-screen; purified FLuc, Km substrates, luminescence inhibition; Potency, µM (doses to about 57.5 µM), without a hit: top-dose activity change, negative = inhibition, hits mostly inhibitors; hit rate 6.9% among 360,000; AID 588342;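 note: potency is the fitted concentration of half-maximal effect; plate controls were vehicle for no effect and reference inhibitor for full effect; nearly all actives have a fitted effect of over 55% in size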
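Purified P. pyralis luciferase, 10 nM final, with Km-level 10 uM D-luciferin and 10 uM ATP in 50 mM Tris acetate pH 7.5, 10 mM Mg acetate, 0.01% Tween-20, 0.05% BSA; 6-point qHTS titration about 60 µM downward; luminescence read.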
Rab9 promoter act – activators of Rab9 promoter; hit rate 2.8% among 320,000; Potency, µM (series often up to 9.22 µM), inactives show top-dose activation, negative = inhibition, most hits filed as activators; Huh7 Rab9 promoter-luciferase reporter, luminescence, 24 h; note: potency is the fitted concentration of half-maximal effect; % of control where 0% means no effect; nearly all actives have a fitted effect of over 60% in size
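Steps: seed 1500 Huh7 Rab9-luc cells per well, rest 2 h at 37 °C; add compound in DMSO; incubate 24 h; add luciferase reagent, 10 min ambient; read luminescence.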
uPA generation – cell surface uPA generation inhibition; cell surface uPA generation assay, qHTS; Potency, µM (top dose mostly 38.3 µM), inactives show at the highest dose activity change, negative = inhibition, actives largely listed as inhibitors; hit rate 0.31% among 330,000; AID 540303; active = well fitted inhibition curve with a large enough effect; inconclusive = small, poorly fitted or top-dose-only effect; inactive = no such curve, though single readings can be large or run the other way; tested in mouse RAW 264.7 cells; note: potency is the fitted concentration of half-maximal effect; % is set by controls: 0 for no effect and ±100 for the full control effect; nearly all actives have a fitted effect of over 55% in size
Coupling enz – inhibits coupling enzyme system, counter-screen for aldolase hits | coupling enzyme system counterscreen, AmpLite Red fluorescence | hit rate 0.67% among 290,000 | AID 2472 | activity change, negative = inhibition, % at 58.2 µM, hits read low; in the data active = activity change below about -30%; note: % is set by controls: 0 for no effect and ±100 for the full control effect
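Compounds tested against the coupling enzymes alone at 57.5 uM final; readout was AmpLite Red fluorescence (525/598 nm) after 20 min at RT.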
ELG1 genotoxic – induces genotoxicity in HEK293T cells with luciferase-tagged ELG1; Potency, µM (highest dose often 46 µM), without a hit: at the top dose activity change, positive = activation, usual class: activators; AID 504466; hit rate 1.3% among 330,000; HEK293T ELG1-luciferase reporter, luminescence, 16 h; note: potency is the fitted concentration of half-maximal effect; % of control where 0% means no effect; nearly all actives have a fitted effect of over 60% in size
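ELG1-luciferase HEK293T cells, 2,000/well; compound pinned in; 16 hr, 37 °C, 5% CO2; ONE-Glo, 30 min RT; luminescence on CCD imager.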
VP16 counter – Gal4-VP16 reporter inhibition counter-screen | Drosophila S2 Gal4-VP16 UAS-luciferase, luminescence, 20 h | Potency, µM (top dose mostly 53.6 µM), for inactives: at the highest dose activity, negative = inhibition, actives largely listed as inhibitors | hit rate 3.5% among 310,000;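 note: Gal4-VP16 expression switched on by copper sulfate through the metallothionein promoter; potency is the fitted concentration of half-maximal effect; % is set by controls: 0 for no effect and ±100 for the full control effect; nearly all actives have a fitted effect of over 50% in size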
KCNH2 3.1 block – KCNH2 3.1 (human) potassium channel inhibition. U2OS KCNH2 3.1, thallium flux FluxOr; active compounds read low. activity change, % (tested at about 1.8 µM). hit rate 0.95% among 340,000;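 active = maximum activity change below -70%; inconclusive = maximum activity change from -70% to -50%; inactive = maximum activity change above -50%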;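 note: thallium influx rate constant from kinetic fluorescence after stimulation buffer; % is set by controls: 0 for no effect and ±100 for the full control effect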
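Thallium flux read-out: FluxOr dye with Red40 quencher in HBSS/HEPES, 45 min at RT. Rate constants from kinetic reads were normalized to positive and negative DMSO controls. Cells: U2OS virally expressing the 3.1 isoform.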
Active calls of the source: *; ? = inconclusive; . = no result given; & = joins results of further samples; [ ] = remark or other dose. Unless noted, calls come from the whole dose curve; as a rule, active = well fitted curve in the direction sought with a large enough effect; inconclusive = small, poorly fitted or top-dose-only effect, or another doubt; inactive = no such curve, though single readings can be large; an effect the other way counts as inactive or inconclusive.

SMILES	NPC1 promoter act	Giardia killer	RORgamma inh	Tb PFK inh	FLuc modulator	Rab9 promoter act	uPA generation	Coupling enz	ELG1 genotoxic	VP16 counter	KCNH2 3.1 block
CCCCc1nc2cc(C(=O)N3CCNC(=O)C3CC(=O)OC)ccc2o1 (stereo unspecified)	6%	-13	34%	0%	-3%	10%	2%	0	4%	0%	7
COC(=O)CCNC(=O)Cc1ccc(S(=O)(=O)N2CCCCC2)s1	0%	6	.	-5%	0%	1%	1%	.	0%	.	16
CNC(=O)c1c(O)c2cccc3c2n(c1=O)CCC3	0%	21	?	-1%	0%	-2%	-5%	1	-6%	?	-37
COc1ccc2c([N+](=O)[O-])c(Cl)[nH]c2c1	0%	12	-26%	4%	-2%	3%	13%	-32*	5%	-2%	-24
O=[N+]([O-])c1ccc2sc(SCc3nc4ccccn4c3Br)nc2c1	2%	.	-13%	-4%	-2%	11%	.	0	8%	22%	.
NNc1nc2ccccc2c(=O)n1Cc1ccccc1	26%	16	.	-6%	?	?	0%	-1	11%	.	5
COc1ccc(NC(=O)CSc2nncc(=O)n2N)cc1OC	-1%	6	-13%	-2%	1%	13%	2%	-1	-1%	-9%	-2
Cc1csc(NC(=O)CSCc2c(C)noc2C)n1	-3%	3	.	-6%	5%	-1%	0%	.	3%	.	-6
Cc1sc2nc(C3CC3)nc(SCC(=O)NCc3ccco3)c2c1C	2%	-19	-32%	5%	-12%	-6%	-9%	2	4%	-8%	4
NS(=O)(=O)c1ccc(NC(=O)C2CCCO2)cc1 (stereo unspecified)	2%	-5	2%	1%	2%	-10%	6%	1	-4%	-1%	-5
O=C(CNC(=O)C1CCCCC1)Nc1ccccc1	7%	-2	5%	-2%	0%	7%	-1%	-2	-4%	2%	-3
Cc1nn(C)c(C(=O)NNC(=S)NCC(C)C)c1Cl	-1%	-9	3.2µM*	-6%	3%	-3%	4%	-1	-1%	-19%	-15
C=CCn1c(SCC(=O)c2ccc(F)cc2)nnc1-c1ccc2c(c1)OCO2	-3%	18	-8%	6%	-16%	-1%	2%	-1	-13%	24%	18
Cc1cccc(-c2nn(-c3ccccc3)cc2C(=O)N2CCN(C3CCS(=O)(=O)C3)CC2)c1 (stereo unspecified)	-2%	-11	.	0%	?	-7%	0%	.	0%	.	-1
CCC(C)(C)NC(=O)C(NS(=O)(=O)c1cccs1)c1ccccc1 (stereo unspecified)	-6%	11	-24%	3%	2%&-6%	-10%	9%	0	-1%	-1%	-37
COc1cc(OC)cc(C(=O)NC(C)CCc2ccccc2)c1 (stereo unspecified)	0%	14	24%	-3%	-4%	-1%	-23%	-5	-7%	3%	-25
CCn1c(SCC(=O)Nc2cc(C)on2)nnc1-c1ccccc1	-6%	0	30%	-2%	5%	-3%	-2%	-1	2%	-16%	-16
C[C@@H](C(=O)NNC(=O)c1ccc(Cl)cc1)N1C(=O)C2CC=CCC2C1=O (stereo partly specified)	.	-1	.	0%	.	.	3%	.	-1%	.	35
COc1ccc(Cc2nc(-c3ccccn3)no2)cc1	3.5µM*	8	15%	1%	?	?	4%	1	18%	0%	-5
CC1CC(C)CN(C(=O)CSc2nc3ccsc3c(=O)n2Cc2ccccn2)C1 (stereo unspecified)	-2%	0	20%	-1%	1%	?	.	8	5%	4%	19
CC(C(=O)Nc1ccccc1Sc1ccccc1)N(c1ccccc1)S(C)(=O)=O (stereo unspecified)	-2%	14	3%	0%	1%	3%	-10%	3	-7%	4%	-17
CCN(CC)S(=O)(=O)c1cc(C(=O)OCC(=O)Nc2c(F)cccc2F)ccc1F	2%	1	-1%	2%	-9%	5%	5%	4	0%	-6%	-2
Cc1ccc(C(=O)OCC(=O)NCc2ccco2)cc1S(=O)(=O)N1CCOCC1	0%	26	.	13%	2%	1%	1%	.	1%	.	?
CCCOc1ccc2c(c1)C(=NN=C(N)N)c1cc(OCCC)ccc1-2	-5%	-15	14µM*	-7%	?	1%	-4%	0	-4%	-23%	-1
COc1ccc(C(=O)NC(=S)Nc2ccc3[nH]c(=O)[nH]c3c2)c(OC)c1	16%	-2	-6%	2%	1%	0%	-10%	.	4%	10%	14
OC(COc1ccc2ccccc2c1Cl)CN1CCOCC1 (stereo unspecified)	?	-7	3%	-2%	17µM*	?	-4%	5	?	6%	-15
COC(=O)c1cc(CNC(=O)CCCSc2ccccc2)ccc1OC	-4%	0	17%	3%	5%	0%	4%	3	2%	11%	8
COc1cc(CO)ccc1OCC(=O)Nc1cccc2ccccc12	14%	14	7%	2%	11µM*	-1%	-6%	.	-10%	10%	7
CCOC(=O)c1c(NC(=O)c2ccc(N3C(=O)C4C5C=CC(C5)C4C3=O)cc2)sc2c1CCCC2 (stereo unspecified)	0%	19	1%	-1%	2%	-6%	0%	0	1%	-28%	-13
Cc1cc(C)n2nc(C(=O)OCC(=O)NNC(=O)c3ccccc3)nc2n1	2%	29	.	1%	9%	1%	17%	.	-1%	.	-3
O=c1c2ccccc2ncn1CCCCOc1ccccc1F	-1%	10	13%[1.91 µM]	1%	-13%	4%	15%	3	3%	-7%	-6
O=S(=O)(/N=C(/Nc1ccccc1)c1ccccc1)c1cccs1	1%	5	?	-4%	2%	0%	7%	4	0%	-3%	2
CCN(CCCNC(=O)C1CCN(S(=O)(=O)c2cnc[nH]2)CC1)c1ccccc1	-6%	6	2%	-3%	3%	-15%	-1%	0	-7%	-1%	-2
COc1ccccc1-c1nc2ccccc2c(=O)n1NC(=O)c1cccs1	0%	1	18%	-3%	6%	-5%	4%	0	-1%	-8%	-18
O=C(CNC(=O)c1ccco1)N=Nc1c(O)n(CCc2ccccc2)c2ccccc12	-1%	2	0%	13%	-20%	-31%[inhibitor]	1.1µM*	4	?	-4%	-13
Cc1cccc(-n2nnc(C(=O)NCc3ccco3)c2N)c1	13%	13	44%	0%	-16%	15%	-4%	-3	4%	-27%	-6
O=C(CCn1c(=O)oc2ccccc21)NC1=NCCS1	-3%	0	25%	0%	-8%	-3%	12%	0	7%	2%	21
CCc1cc2c(=O)nc3n(c2s1)Cc1ccccc1/C3=C(/O)c1ccc(F)cc1	7%	.	?	0%	?	20%	.	-10	15%	?	.
c1ccc2c(NCCc3c[nH]c4ccccc34)c3ccccc3nc2c1	-11%	-12	-24%	-2%	3%	-4%[1.84 µM]	?	2	6%	-10%	-25
Cc1nn(CCCC(=O)Nc2sc3c(c2C#N)CCC3)c(C)c1[N+](=O)[O-]	2%	13	?	10%[0.46 µM]	-1%	-1%	9%	1	-6%	-4%	0
Cc1[nH]c(=O)[nH]c(=O)c1S(=O)(=O)Nc1ccc(Oc2ccccc2)cc1	2%	-3	-6%	-5%	-20%	5%	5%	-1	0%	-3%	1
O=C(NC1CC1)c1c[nH]c2ccc(S(=O)(=O)Nc3cccc(C(F)(F)F)c3)cc2c1=O	0%	0	?	-1%	1%	-1%	0%	5	-1%	-5%	3
COc1ccc(N2CCN(C(=O)c3cc(C)on3)CC2)cc1	-1%	-4	0%	4%	-3%	1%	1%	1	-1%	-5%	-10
CN(Cc1ccccc1)c1ccc(C(=O)O)cc1[N+](=O)[O-]	-4%	-3	-21%	2%	?	2%	-9%	9	-1%	-3%	-10
COc1cc(S(=O)(=O)Nc2ccccc2C(=O)N2CCCC2)ccc1NC(C)=O	-3%	12	.	-6%	5%	0%	-10%	.	1%	.	-19
CCCN(CCC)CCNC(=O)C1CCCN(S(=O)(=O)c2ccc3c(c2)oc(=O)n3C)C1 (stereo unspecified)	-2%	3	1%	-5%	0%	8%	-2%	1	3%	0%	8
C=CCn1c(C2CC(=O)N(c3ccc(C)cc3)C2)nc2ccccc21 (stereo unspecified)	-1%	-5	10%	-8%	0%	-9%	4%	6	-4%	-3%	1
C=CCSc1nc(N)c(C(=O)Nc2ccccc2OC)cc1C(=O)Nc1ccccc1	6%	4	-2%	2%	4%	14%	3%	-2	-1%	9%	-27
Cc1cc2ncn(C(=O)c3c(-c4c(Cl)cccc4Cl)noc3C)c2cc1C	-4%	11	-1%	4%	9%	-4%	-3%	1	1%	-6%	-23
COC(=O)c1ccccc1NC(=O)CN1CCC(n2nnc3cc(C(F)(F)F)ccc32)CC1	1%	-8	-14%	-2%	9%	8%	4%	-2	2%	-3%	-37
CC(C)c1ccc(Nc2nnc(SCC(=O)Nc3ncc(S(=O)(=O)c4ccc([N+](=O)[O-])cc4)s3)s2)cc1	2.8µM*	?	10µM*	4%	0.85µM*	1.4µM*	?	-3	?	-4%	-9
COc1ccccc1C(=O)NC(=S)Nc1ccc(N2CCN(C(=O)c3ccco3)CC2)cc1	-9%	-3	-13%	-1%	-6%	-19%	-18%	.	-11%	10µM*	?
CCOC(=O)Cn1c(=O)oc2cc(S(=O)(=O)N(C)Cc3ccccc3)ccc21	-5%	-8	0%	2%	-2%	-3%	-3%	2	-3%	3%	-1
